MrgX1 ag – human MrgX1 receptor agonism, primary screen; 0.44% of 310,000 active; MrgX1-HEK293 cells, Fluo-4 calcium fluorescence, agonist mode; stronger effect = higher value; AID 588627; Q96LB2; B-score at 10 µM;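 active means calcium response B-score plate-corrected fluorescence ratio at least 3 library SD, with starting fluorescence B-score inside 5 SD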
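Test system: HEK293 cells stably expressing human MrgX1 receptor; amount: 15,000 cells per well; doses: compound delivered in addition one of three; times: overnight plating before 1 h dye loading; detection: Fluo-4 NW calcium-flux fluorescence, kinetic read; read-out basis: B-scored fluorescence response ratio; controls: positive and negative controls per plate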
TRPC6 act – activators of mouse TRPC6 channel. HEK293-TRPC6 membrane potential dye fluorescence; stronger effect = higher value. 0.13% of 310,000 active. B-score at 10 µM. Q61143;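 active means B-score of the integrated fluorescence ratio above library mean plus 3 SD, and starting fluorescence ratio within library mean plus 5 SD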;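 further: higher score means more depolarization so channel activation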
Target sequence (Q61143 whole entry, looked up): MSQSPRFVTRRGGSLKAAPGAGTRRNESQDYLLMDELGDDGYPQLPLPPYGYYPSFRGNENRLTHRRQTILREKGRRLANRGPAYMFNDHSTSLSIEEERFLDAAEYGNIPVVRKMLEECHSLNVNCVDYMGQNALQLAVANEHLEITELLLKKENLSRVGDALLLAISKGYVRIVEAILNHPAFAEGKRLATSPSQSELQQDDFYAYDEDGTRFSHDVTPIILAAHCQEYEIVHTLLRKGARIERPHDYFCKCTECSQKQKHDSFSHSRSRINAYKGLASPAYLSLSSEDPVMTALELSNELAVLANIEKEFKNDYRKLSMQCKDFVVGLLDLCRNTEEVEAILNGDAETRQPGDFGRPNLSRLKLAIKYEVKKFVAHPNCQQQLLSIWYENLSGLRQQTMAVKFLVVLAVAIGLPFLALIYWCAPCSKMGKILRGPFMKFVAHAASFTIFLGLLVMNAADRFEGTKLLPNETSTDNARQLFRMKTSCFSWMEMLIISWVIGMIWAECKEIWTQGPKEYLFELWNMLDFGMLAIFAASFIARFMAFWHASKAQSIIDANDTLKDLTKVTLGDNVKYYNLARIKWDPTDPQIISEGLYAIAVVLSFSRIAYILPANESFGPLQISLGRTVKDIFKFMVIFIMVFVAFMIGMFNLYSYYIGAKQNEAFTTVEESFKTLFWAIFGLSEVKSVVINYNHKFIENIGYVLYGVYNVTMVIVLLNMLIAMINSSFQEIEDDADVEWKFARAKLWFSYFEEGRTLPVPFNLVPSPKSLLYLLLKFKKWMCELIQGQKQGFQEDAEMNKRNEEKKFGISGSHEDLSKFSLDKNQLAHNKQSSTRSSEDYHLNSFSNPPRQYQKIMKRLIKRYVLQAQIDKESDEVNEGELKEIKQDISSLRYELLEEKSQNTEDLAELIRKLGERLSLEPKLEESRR
MrgX1 antagonist – human MrgX1 receptor antagonism, primary screen. B-score at 10 µM. 1.3% of 310,000 active. Q96LB2. AID 588676. MRGX1-HEK293 calcium flux, Fluo-4, BAM8-22 antagonism; stronger effect = lower value;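 active means calcium-response B-score plate-corrected more than 3 library SD below zero, starting fluorescence within 5 deviations, no agonist response on first addition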;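 further: peak minus trough fluorescence over baseline after final BAM8-22 challenge near maximal dose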
SKKanGAS inh – SKKanGAS growth inhibition; inhibition, % at 7.5 µM; 1.3% of 300,000 active; S. pyogenes SKKanGAS, kanamycin growth, BacTiter-Glo, 6 h;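 active means mean replicate score, as percent of positive control median, at least 50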;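 further: strain carries kanamycin resistance gene driven by streptokinase promoter and grows in 40 µg/ml kanamycin; loss of luminescence reflects streptokinase promoter inhibition or plain growth inhibition; 0% = median of DMSO wells and 100% = positive control at its reference dose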
TRPC6 inh – blocks the mouse TRPC6 cation channel. Q61143. HEK293-TRPC6, membrane potential dye, ACh-evoked depolarization; stronger effect = lower value. B-score at 10 µM. AID 2553. 1.1% of 310,000 active;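 active means B-score under library mean minus 3 SD, initial fluorescence not abnormally high, positive integrated signal ratio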;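 further: B-score derived from integrated fluorescence ratio over the kinetic read; more negative B-score means stronger inhibition of depolarization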
TRPC4 block – TRPC4 (mouse) channel inhibition; Q9QUQ5; HEK293 TRPC4beta/mu-opioid, DAMGO-evoked Fluo4 calcium flux; stronger effect = lower value; B-score at 10 µM; 0.39% of 300,000 active; AID 2247;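 active means B-score over 3 SD under the library average, no early fluorescence shift, positive overall ratio signal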
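Assay system – HEK293 line stably carrying TRPC4beta and mu-opioid receptor · Doses – single dose · Detection – Fluo4 calcium-dye fluorescence, kinetic read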
TRPC4 agonist – activators of mouse TRPC4 channel; B-score at 10 µM; 0.49% of 310,000 active; HEK293 TRPC4beta/mu-opioid, Fluo4 calcium fluorescence; stronger effect = higher value;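 active means B-score above 5 SD of library B-scores, and initial fluorescence ratio not above library mean plus 5 SD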;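 further: positive B-score marks a calcium rise read as TRPC4 activation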
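Material: TRPC4beta and mu-opioid receptor HEK293 stable cells | Incubation: 45 min room-temperature Fluo4 loading, 110 s read | Detection: Kinetic Fluo4 calcium fluorescence | Measure: Integrated baseline-normalised fluorescence ratio, converted to per-well B score | Benchmarks: Low control buffer alone, high control maximal DAMGO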
MrgX1 allo act – human MrgX1 positive allosteric modulation, primary screen; 0.63% of 310,000 active; B-score at 10 µM; AID 588675; Q96LB2; MrgX1-HEK293, Fluo-4 calcium flux, FDSS; stronger effect = higher value;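 active means plate-corrected calcium response at least 3 library SD above typical, normal starting fluorescence, not activating the receptor alone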;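 further: compound read alongside a low EC10 to EC30 dose of BAM8-22 agonist; peak minus trough fluorescence over baseline measured at the second addition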
TRPC4 PAM – TRPC4 (mouse) allosteric potentiation | B-score at 10 µM | 0.42% of 310,000 active | Q9QUQ5 | HEK293 TRPC4beta/mu-opioid, DAMGO EC20, Fluo-4 Ca2+ flux; stronger effect = higher value | AID 2227;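 active means B-score of calcium response area above 5 SD of library B-scores, with initial fluorescence ratio within 5 SD of library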;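 further: B-score of integrated fluorescence ratio over time as area under calcium response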
TMEM16A act – activates or potentiates the mouse TMEM16A chloride channel | B-score at 10 µM | Q8BHY3 | HEK293 TMEM16A/YFP-H148Q/I152L, iodide quench fluorescence; stronger effect = lower value | AID 623877 | 0.3% of 340,000 active;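 active means fluorescence-ratio B-score plate-corrected deviation score at least 3 library SD below zero, with starting fluorescence score within 5 deviations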;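 further: channel opened by trigger with iodide after compound preincubation; score built on the fluorescence ratio of max minus min over baseline; more negative score means more quench and so TMEM16A activation or potentiation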
TMEM16A inh – blocks the mouse calcium-activated chloride channel TMEM16A. HEK293 TMEM16A/YFP iodide influx fluorescence, ionomycin. normalized B-score (activity score, 25-100; higher = stronger inhibition) at 10 µM. 1.2% of 310,000 active;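 active means ratio plate-corrected score three or more library SD toward inhibition, starting fluorescence score within five deviations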;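 further: score derived from kinetic fluorescence span divided by baseline fluorescence per well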
Starred values were filed as active, the others as inactive; i = inactive; . = not tested or not shown. A portion of the library; count on the stated rates, not on these rows.

canonical_smiles,MrgX1 ag,TRPC6 act,MrgX1 antagonist,SKKanGAS inh,TRPC6 inh,TRPC4 block,TRPC4 agonist,MrgX1 allo act,TRPC4 PAM,TMEM16A act,TMEM16A inh
O=c1[nH]c2ccccc2n1CCCN1CCC(n2c(=O)[nH]c3cc(Cl)ccc32)CC1,i,i,i,-6,i,i,i,i,i,i,i
COc1ccc(CN2CCN(C(=O)COc3ccc4ccccc4c3)CC2)c(OC)c1,i,i,i,-1,i,i,i,i,i,i,i
NC(=S)c1cn(C2OC(CO)C(O)C2O)c2ncnc(N)c12 (stereo not drawn),i,i,i,7,i,i,i,i,i,i,i
CCCCn1c(O)c(/C=C2/C=CC=N2)c(=O)[nH]c1=O,i,i,i,-2,i,i,i,i,i,i,i
CCCCC(=O)N/N=C/c1c(O)n(CCc2ccccc2)c(=O)[nH]c1=O,i,i,i,-9,i,i,i,i,i,i,i
Cc1c(OC(=O)N(C)C)ccc2c1O/C(=C\c1ccco1)C2=O,i,i,i,0,i,i,i,i,i,i,i
CCOC(=O)c1cc(C)n(CCc2cnc[nH]2)c1C,i,i,i,-9,i,i,138*,i,i,i,i
O=C1NC(=S)NC(=O)C1C/C=C/c1ccccc1,i,i,i,11,i,i,i,i,i,i,i
O=C1CCCN1CC#CCN1CCCC1,52*,i,i,2,-5.9*,i,i,i,i,i,i
CN(C)c1ccc(C=C2C(=O)NC(=O)NC2=O)cc1[N+](=O)[O-],i,i,i,3,i,i,i,i,i,i,i
O=C(CN1CCCCC1)c1cccc(Br)c1,i,i,i,-7,i,i,i,i,i,i,i
O=C(Nc1ccncc1)c1cccn(Cc2ccccc2)c1=O,i,i,i,1,i,i,i,i,i,i,i
CC(=NCCCO)c1c(O)n(Cc2ccccc2)c(=O)[nH]c1=O,i,i,i,0,i,i,i,i,i,i,i
C#CCOCOCC#CCN(CC)CC,i,i,i,2,i,i,i,i,i,i,i
N#CCCn1cc(C(=O)Nc2ccc(F)cc2)c(-c2ccc([N+](=O)[O-])cc2)n1,i,i,i,-20,i,.,i,i,i,i,i
CC(=O)OC1(c2ccccc2)CCN(C2CCCCC2)CC1C (stereo not drawn),i,i,i,3,i,-6*,i,i,i,i,i
O=C(Nc1ccccc1)N1CC2CC(C1)c1cccc(=O)n1C2 (stereo not drawn),i,i,i,11,i,i,i,i,i,i,i
O=C(C(=O)N1CCOCC1)c1cn(Cc2c(F)cccc2Cl)c2ccccc12,i,i,i,2,i,i,i,i,i,i,i
c1cncc(CNC2=NCCC2)c1,i,i,i,-6,i,i,i,i,i,i,i
CCN(CC)P(=O)(/C=C(\Cl)c1ccccc1)/C=C(\Cl)c1ccccc1,i,i,i,8,i,i,i,i,17*,i,i
C(#CCN1CCOCC1)COCC#Cc1ccccc1,i,i,i,8,i,i,i,i,i,i,i
NC(C(=O)O)c1cc(=O)[nH]o1 (stereo not drawn),i,.,i,.,.,.,.,i,.,i,i
COc1cccc(-n2c(/C=C/c3ccc(O)c(O)c3)nc3ccccc3c2=O)c1,i,i,-5.7*,7,i,i,i,i,i,i,i
O=C(O)C1C2CCC(O2)C1C(=O)Nc1cccc(Br)c1 (stereo not drawn),i,i,i,2,i,i,i,i,i,i,i
Cc1ccc(NC2=NCCCS2)cc1Cl,i,i,i,2,i,i,i,i,i,i,i
C[C@H]1CCC[C@@H](O)CCC/C=C/c2cc(O)cc(O)c2C(=O)O1,31*,i,i,-5,i,i,i,i,i,i,i
CCOP(=O)(Cc1ccccc1)OCC,i,i,i,1,i,i,i,i,i,i,i
CC(C)NC(=O)Cn1cc(C(=O)c2ccccc2F)c2ccccc21,i,i,i,-1,i,i,i,i,i,-5.3*,i
C[C@](N)(CCP(=O)(O)O)C(=O)O,i,.,i,.,.,.,.,i,.,i,i
O=C(c1cc2cc(Br)ccc2[nH]1)N1CCC2(CC1)OCCO2,i,i,i,-8,i,i,i,i,i,i,i
O=C(NCc1ccccc1)c1cccn(Cc2cccc(Cl)c2)c1=O,i,i,i,-1,i,i,i,i,i,i,i
Cc1cccc(C)c1NC(=O)CN(C)CC(=O)Nc1ccc(C#N)c(Cl)c1,i,i,i,4,i,i,i,i,i,i,i
CCOc1ccc2nc(N=Nc3c(O)[nH]c(=S)[nH]c3=O)sc2c1,i,i,i,5,i,i,i,i,i,i,i
O=C1NC(=O)N(Cc2cccs2)C(=O)/C1=C/c1ccc(N2CCOCC2)cc1,i,i,i,2,i,i,i,i,i,i,i
CCCNc1oc(-c2cccc3ccccc23)nc1C#N,i,i,i,-8,i,i,i,i,i,i,i
COC(=O)N(c1ccccc1)P(=O)(Oc1ccccc1)Oc1ccccc1,i,i,i,0,i,i,i,i,i,i,i
CN1CCN(/N=C/c2c[nH]c3ccccc23)CC1,i,i,i,6,i,i,i,i,i,i,i
CC(=O)Nc1cc(C(=O)N2CCC3(CC2)OCCO3)ccc1Sc1ccc(F)cc1,i,i,i,.,i,i,i,i,i,i,i
C=CCn1c(O)c(C(C)=NCCCO)c(=O)[nH]c1=O,i,i,i,-4,i,i,i,i,i,i,i
Nc1ccc(N=Nc2ccccc2)cc1,i,i,i,8,i,i,i,i,i,i,i
O=C1CN=C(c2cc([N+](=O)[O-])ccc2Cl)c2cc([N+](=O)[O-])ccc2N1,i,i,i,11,i,i,i,i,i,i,i
Cc1ccc(-n2c(C)nc3cc(Cl)ccc3c2=O)nc1,i,i,i,4,i,i,i,i,i,i,i
C=CCn1c(O)c(/C(C)=N/NC(=S)Nc2ccccc2)c(=O)[nH]c1=O,i,i,i,11,i,i,i,i,i,i,i
COc1ccc(C(=O)CN2CCCCC2)cc1,i,i,i,.,i,i,i,i,i,i,i
COc1cccc(CNCCc2cccc(F)c2)c1OC,i,i,i,3,i,i,i,i,i,i,i
O=C(NCc1ccc(C(=O)N2CCC3(CC2)OCCO3)cc1)c1cccc(Br)c1,i,i,i,-5,i,i,i,i,i,i,i
O=C(c1csc2c1CCCCC2)N1CCC2(CC1)OCCO2,i,i,i,-7,i,i,i,i,i,i,i
Cc1cccc(N/N=C/c2c(O)[nH]c(=S)[nH]c2=O)c1,i,i,i,3,i,i,i,i,i,i,i
O=C(c1ccc(Br)cc1)C12CN3CN(CN(C3)C1)C2,i,i,i,8,i,i,i,i,i,i,i
CCN1C[C@]2(COC)CC[C@H](O)[C@@]34C5C[C@H]6[C@H](O)C5[C@](O)(C[C@H]6OC)[C@@H]([C@H](OC)C23)[C@@H]14 (stereo partly drawn),i,i,i,2,i,i,i,i,i,.,i
CCOP(=O)(OCC)Oc1cc(C)c(N(C)C)c(C)c1,i,i,i,1,i,i,i,i,i,i,i
Clc1ccc2c(c1)C(c1ccccc1Cl)=NCc1nncn1-2,i,i,i,4,i,i,i,i,i,i,i
COc1ccc2c(c1)c(CCN)c(C)n2Cc1ccccc1,i,i,i,2,i,i,i,i,i,i,i
COc1cc2c(cc1OC)-c1c3c(cc4c1[C@@H](C2)N(C)CC4)OCO3,i,i,i,4,-8*,i,i,i,i,i,i
Cc1[nH]c2ccc(OC(F)(F)F)cc2c1CCNCc1ccc(Cl)cc1,i,i,i,17,i,i,i,i,i,i,i
COc1ccc(NC(=S)NC(NC(=O)CF)C(Cl)(Cl)Cl)c([N+](=O)[O-])c1 (stereo not drawn),i,i,i,0,i,i,i,i,i,i,i

Later entries
canonical_smiles,MrgX1 ag,TRPC6 act,MrgX1 antagonist,SKKanGAS inh,TRPC6 inh,TRPC4 block,TRPC4 agonist,MrgX1 allo act,TRPC4 PAM,TMEM16A act,TMEM16A inh
CCN1C[C@@]2(COC)C3[C@@H](OC)[C@H]4[C@@H]1[C@@]3(C1C[C@H]3[C@H](OC(=O)c5ccccc5)C1[C@]4(OC(C)=O)C[C@H]3OC)[C@@H](OC)C[C@H]2O (stereo partly drawn),i,i,i,0,i,i,i,i,i,.,i
Cc1cc(N(CCCl)CCCl)ccc1/C=N/NC(=O)c1ccco1,i,i,i,-2,i,i,i,i,i,i,i
O=[N+]([O-])c1ccc(N2CCCC2)c2ccncc12,i,i,-5.1*,-6,i,i,i,i,i,i,i
CN(C)C(=O)Oc1c(Cl)cc(Cl)c2ccccc12,i,i,i,-14,i,i,i,i,i,i,i
O=C(CCN1CCOCC1)NCC(=O)Nc1ccc(Br)cc1C(=O)c1ccccc1,i,i,i,-3,i,i,i,i,i,i,i
COc1cccc(C2(O)CCN(Cc3ccncc3)CC2)c1,i,i,i,0,i,i,i,i,i,i,i
CCOC(=O)C1C(=O)NC2(C)CC1c1cc(OC)ccc1O2 (stereo not drawn),i,i,i,5,i,i,i,i,i,i,i
CN1CCC(c2c[nH]c3ccccc23)C1 (stereo not drawn),i,i,i,17,i,i,i,i,i,i,i
CCCCN1C(=O)/C(=C/c2ccc(N3CCCCCC3)cc2)C(=O)NC1=S,i,i,i,-7,i,i,i,i,i,.,i
CC(=O)N1CC(=O)Nc2ccc(F)cc2C1c1ccccc1 (stereo not drawn),i,i,i,5,i,i,i,i,i,i,i
COc1cc(N2CCOCC2)ccc1/C=C1\C(=O)NC(=O)N(C2CCCCC2)C1=O,i,i,i,-4,i,i,i,i,i,i,i
Cc1c(C(=O)N2CCC3(CC2)OCCO3)oc2ccc(S(=O)(=O)N3CCOCC3)cc12,i,i,-4.5*,8,i,i,i,i,i,i,i
COc1ccc2[nH]c(C)c(CCNCc3cc(OC)c(OC)c(OC)c3)c2c1,i,i,i,3,i,i,i,i,i,i,i
O=[N+]([O-])c1cccc(C2N3CCCN23)c1 (stereo not drawn),i,i,i,7,i,i,i,i,i,i,i
